Tau fluor cs: counter-screen for tau fibril formation inhibitors. tau K18 P301L Alexa594 fluorescence, heparin fibrillization. Potency, µM (top dose mostly 57.7 µM), for the others: at the highest dose activity change, negative = decrease. 280,000 tested, 0.93% active. AID 1463; further: on the % scale 0 is the no-effect control and ±100 the full control effect; nearly all actives have a fitted effect of over 55% in size
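Human tau K18 P301L (15 uM unlabeled, 0.24 uM Alexa 594-labeled) in 100 mM sodium acetate pH 7 with 20 uM heparin, 6 hr at 37 C. ThT 30 uM added, 1 hr ambient; Alexa 594 FP and total fluorescence read at 555/632 nm.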
L3MBTL1 block: L3MBTL1 (human) inhibition | AlphaScreen L3MBTL1–H3K9me1 peptide binding | Q9Y468 | AID 485360 | 230,000 tested, 0.66% active | Potency, µM (highest dose often 57.1 µM), inactives show at the highest dose activity, negative = inhibition, actives largely listed as inhibitors; further: on the % scale 0 is the no-effect control and ±100 the full control effect; nearly all actives have a fitted effect of over 60% in size
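L3MBTL1 (50 nM) pre-complexed 30 min with biotinylated H3(1-15)K9me1 peptide (75 nM), then compounds added for 30 min at room temperature; AlphaScreen streptavidin donor/nickel chelate acceptor beads (10 ug/mL final) read after 30 min dark incubation.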
Tau fibril FP: blocks human tau fibril formation measured by polarization | K18 P301L tau heparin fibrillization, Alexa594 FP, 6 h | P10636 | Potency, µM (top dose mostly 57.7 µM), without a hit: at the highest dose activity, negative = inhibition, usual class: inhibitors | 280,000 tested, 0.39% active; further: on the % scale 0 is the no-effect control and ±100 the full control effect; nearly all actives have a fitted effect of over 55% in size
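Recombinant K18 P301L […], labeled with Alexa 594 at 0.24 uM over 15 uM unlabeled; heparin inducer 20 uM final; 37 C, 6 hr; FP endpoint.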
TR SRC2 fluor cs: alters Texas Red total fluorescence, flagging assay interference | TRb/SRC2 Texas Red total fluorescence interference | Potency, µM (doses to about 106 µM), inactives show at the highest dose fluorescence change, negative = quenching | 280,000 tested, 0.29% active; active means well fitted curve in either direction with a large enough effect; inconclusive means small, poorly fitted or top-dose-only effect; further: on the % scale 0 is the no-effect control and ±100 the full control effect
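Human TRb ligand-binding domain at 0.6 uM with 20 nM Texas Red SRC2 peptide in Tris buffer containing 1 uM T3 and 5% DMSO, incubated with compound 5 h at ambient temperature. Total fluorescence (555/632 nm) calculated as parallel + 2 × perpendicular.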
RECQ1 helicase: RECQ1 (human) helicase inhibition; AID 2549; 240,000 tested, 0.54% active; Potency, µM (top dose mostly 57.3 µM), without a hit: top-dose activity, negative = inhibition, hits mostly inhibitors; RECQ1 DNA unwinding, red fluorescence kinetic read; P46063;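 further: plate controls were vehicle for no effect and no enzyme for full effect; nearly all actives have a fitted effect of over 30% in size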
Target sequence (P46063 whole entry, looked up): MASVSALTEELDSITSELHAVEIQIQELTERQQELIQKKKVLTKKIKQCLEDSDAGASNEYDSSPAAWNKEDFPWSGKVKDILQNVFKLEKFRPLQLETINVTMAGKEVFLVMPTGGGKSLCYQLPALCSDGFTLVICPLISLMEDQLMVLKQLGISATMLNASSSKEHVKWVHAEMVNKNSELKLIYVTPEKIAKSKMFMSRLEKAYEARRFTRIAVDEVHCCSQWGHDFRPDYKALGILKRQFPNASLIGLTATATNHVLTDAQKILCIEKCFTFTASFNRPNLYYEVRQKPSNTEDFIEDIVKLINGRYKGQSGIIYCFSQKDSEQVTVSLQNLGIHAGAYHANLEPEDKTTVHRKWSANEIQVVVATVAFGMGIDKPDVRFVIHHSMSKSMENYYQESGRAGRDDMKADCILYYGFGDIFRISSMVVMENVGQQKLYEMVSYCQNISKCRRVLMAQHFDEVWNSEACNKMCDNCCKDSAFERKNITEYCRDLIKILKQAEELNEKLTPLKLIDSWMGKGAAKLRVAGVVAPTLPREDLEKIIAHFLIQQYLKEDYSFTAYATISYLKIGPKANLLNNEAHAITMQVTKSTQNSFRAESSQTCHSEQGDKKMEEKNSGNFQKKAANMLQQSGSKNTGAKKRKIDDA
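50 nM RECQ1T1 preincubated 15 min with compound in Tris pH 8.0 buffer with MgCl2, DTT, Tween-20 and 2.5 ug/ml poly(dI-dC); started with 200 nM TAMRA/BHQ-2 forked duplex and 2 mM ATP. Unwinding read as fluorescence (525/598 nm), two reads 2 h apart.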
Tau fibril ThT: inhibitors of human tau fibril formation, thioflavin T binding | P10636 | recombinant tau K18 P301L (four-repeat tau fragment), heparin-induced fibrillization, ThT fluorescence | Potency, µM (series often up to 57.4 µM), for the others: at the highest dose activity, negative = inhibition, actives largely listed as inhibitors | 270,000 tested, 2.1% active; further: on the % scale 0 is the no-effect control and ±100 the full control effect; nearly all actives have a fitted effect of over 55% in size
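Tau K18 P301L fragment (15 uM unlabeled plus 0.24 uM Alexa 594-labeled) in 100 mM sodium acetate pH 7 with compound, fibrillization induced by 20 uM heparin for 6 hr at 37 C. Thioflavin T (30 uM) added, fluorescence read after 1 hr (ex 450, em 510 nm).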
TRb SRC2 PPI: inhibitors of human thyroid hormone receptor beta-SRC2 interaction. TRbeta-SRC2 peptide binding, fluorescence polarization; receptor liganded with 1 µM T3. Potency, µM (titrated, usually from 106 µM), for the others: at the top dose activity change, negative = inhibition, actives largely listed as inhibitors. 280,000 tested, 0.065% active. P10828;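 further: plate controls were bound peptide for no effect and peptide without receptor for full effect; nearly all actives have a fitted effect of over 50% in size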
Target sequence (P10828 whole entry, looked up): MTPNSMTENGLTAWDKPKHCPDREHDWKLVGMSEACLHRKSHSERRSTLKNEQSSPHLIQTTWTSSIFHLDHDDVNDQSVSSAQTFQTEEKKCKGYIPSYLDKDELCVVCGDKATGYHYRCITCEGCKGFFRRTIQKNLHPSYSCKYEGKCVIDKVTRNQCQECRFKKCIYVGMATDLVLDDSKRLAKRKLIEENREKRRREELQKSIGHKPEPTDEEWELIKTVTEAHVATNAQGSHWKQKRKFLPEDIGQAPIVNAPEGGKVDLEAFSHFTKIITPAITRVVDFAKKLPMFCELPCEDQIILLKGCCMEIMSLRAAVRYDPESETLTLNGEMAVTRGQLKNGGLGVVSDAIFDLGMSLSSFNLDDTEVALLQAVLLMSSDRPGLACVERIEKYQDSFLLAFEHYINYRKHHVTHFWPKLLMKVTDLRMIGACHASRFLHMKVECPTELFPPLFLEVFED
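Fluorescence polarization of 20 nM Texas Red SRC2 peptide (20-aa NR interaction domain) bound to 0.6 uM human TRb ligand-binding domain, with 1 uM T3, after 5 hr at ambient temperature; inhibition seen as decreased polarization.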
HTT cytoprotect: cytoprotection in Huntington HTT-Q103 PC12 cell model; 230,000 tested, 0.14% active; Potency, µM (highest dose often 56.4 µM), inactives show cytoprotection (ATP increase), usual class: activators; PC12 HTT-Q103 induced, cytoprotection, ATP luminescence, 40 h; AID 1471;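 further: % of control where 0% means no effect; nearly all actives have a fitted effect of over 45% in size; toxic huntingtin expression switched on by the ecdysone agonist tebufenozide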
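Quantitative HTS on tebufenozide-induced (100 nM) PC12 cells expressing HTTQ103 exon 1–GFP; compounds tested as a concentration series; survival measured via cellular ATP.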
The depositor's hits bear a star; i = inactive; ? = inconclusive; . = no result given; [ ] = another dose, or the depositor's remark. Unless noted, the call rests on the fitted dose curve; in most records, active means well fitted curve in the direction sought with a large enough effect; inconclusive means small, poorly fitted or top-dose-only effect, or another doubt; inactive means no such curve, though single readings can be large; an effect the other way counts as inactive or inconclusive. Potency means the concentration at half of the fitted maximal effect. The list is partial; count on the stated rates, not on these rows.

mol | Tau fluor cs | TRb SRC2 PPI | L3MBTL1 block | HTT cytoprotect | Tau fibril FP | RECQ1 helicase | TR SRC2 fluor cs | Tau fibril ThT
CC(C)Oc1ccccc1/C=N/NC(=O)c1ccccc1Cl | -11% | 5% | . | -12%[10 µM] | -8% | 3% | 1% | -4%
Cc1ccc2nsnc2c1NC(=O)c1sc2ccccc2c1Cl | 8% | -5% | 3% | 9%[10 µM] | -1% | 9% | -2% | 8%
CCc1ccc(C(=O)COC(=O)c2cccs2)cc1 | -23% | -8% | . | 12% | 1% | -9% | -1% | ?
CCOC(=O)N1CCN(c2c(N3CCN(c4ccc(OC)cc4)CC3)c(=O)c2=O)CC1 | -14% | 3% | . | -19% | -5% | -1% | -2% | -21%
COc1ccc(Cn2c(O)c(C=Nc3ccccc3C(=O)O)c3ccccc3c2=O)cc1 | -23% | 6% | -23% | 32%[10 µM] | 4% | -9% | -18% | ?
CCNS(=O)(=O)c1ccc(NC(=O)Cc2ccc(F)cc2)cc1 | 1% | -11% | 7% | -17%[10 µM] | -1% | -4% | -1% | 2%
CCn1c(SCC(=O)Nc2ccccc2)nc2c([nH]c3ccccc32)c1=O | -19% | 10% | . | . | -2% | . | -1% | -14%
CCn1c(SCC(=O)O)nc2ccccc21 | -10% | -3% | 2% | 15%[10 µM] | -8% | -2% | -1% | -12%
O=C(Nc1nnc(S(=O)(=O)N2CCCC2)s1)c1ccccc1Cl | ? | -5% | 3% | . | 10% | . | 2% | 3.5µM*
COc1ccc(OC)c(NC(=O)c2c(NCc3ccc(N(C)C)cc3)sc3c2CCCC3)c1 | ? | -5% | . | . | 4% | . | 3% | ?
COc1ccc(-c2nnc(SCC(=O)Nc3cccc(C(F)(F)F)c3)nc2-c2ccc(OC)cc2)cc1 | -22% | -3% | . | . | ? | . | -29% | ?
CC(C)Oc1ccc(CNC(=O)CCCN2C(=O)CCn3nc(-c4cccn4C)cc32)cc1 | -8% | 3% | . | . | 8% | . | -3% | 0%
COc1cc2c(cc1OC)C1(CCCC1)CNC2C (configuration not stated) | 0% | -3% | -8% | -9%[10 µM] | 2% | -1% | -1% | -5%
CCn1c2c(c(=O)n3ncc(C(=O)Nc4ccc(C(=O)OC)cc4)c13)CN(Cc1ccc(OC)cc1)CC2 | -23% | 6% | . | . | -11% | . | -23% | ?
COc1cc2c(cc1OC)CN(C(=O)c1ccc(S(=O)(=O)N3CCCCCC3)cc1)CC2 | -9% | 8% | 2% | 4%[10 µM] | 8% | -10% | -1% | -12%
CSc1ccccc1C(=O)Nc1ccc2c(c1)OCCO2 | -4% | 5% | . | -33% | -4% | 2% | -1% | -9%
O=C(/C=C/Nc1ccc(F)c(F)c1)c1ccc(Br)cc1 | -10% | -12% | -2% | 14%[10 µM] | 8% | -2% | 0% | ?
COc1ccc(-n2ncc(C(=O)NCCN3CCOCC3)c2C2CCN(C(=O)OC(C)(C)C)CC2)cc1 | -9% | -7% | . | . | 0% | . | ? | -2%
Fc1cccc(Cl)c1CSc1ccc(-c2cccnc2)nn1 | -21% | -7% | . | -21% | 1% | -17% | -2% | -11%
Cc1nn(-c2ccccc2)nc1CNC(=O)c1ncoc1-c1ccccc1 | -26% | 1% | 17% | 12%[10 µM] | -3% | i | 0% | -18%
CCOC(=O)C1=C(CS(=O)(=O)c2ccccc2)NC(=O)NC1c1ccccc1 (configuration not stated) | -2% | -1% | 7% | -9% | -4% | -4% | 0% | -1%
CS(=O)(=O)c1ccc(C(=O)NCC(c2ccco2)N2CCCCC2)cc1 (configuration not stated) | -1% | 1% | 0% | 14%[10 µM] | 3% | -5% | -2% | 0%
CCCCOC(=O)c1c(C)oc2c1cc(NS(=O)(=O)c1cc(OC)ccc1OC)c1ccccc12 | ? | 15% | . | . | -4% | . | -2% | ?
CN(C(=O)COC(=O)c1ccc([N+](=O)[O-])cc1Cl)C1CCCCC1 | -12% | -13% | . | ? | 8% | -3% | 2% | -7%
CC(=O)N(C)c1nc(N)n(-c2ccccc2)n1 | 4% | -6% | 10% | -5%[10 µM] | -4% | i | -1% | -1%
Cc1cccn2c(CNCC(C)Oc3cccnc3)c(C(=O)N3CCOCC3)nc12 (configuration not stated) | 7% | -2% | 6% | -8%[10 µM] | 2% | -5% | 1% | 7%
COC(=O)c1c(NC(=O)CN(c2ccc(C)c(C)c2)S(C)(=O)=O)sc2c1CCCC2 | -21% | 2% | -12% | -1%[10 µM] | 0% | -22% | 0% | -12%
Cc1ccc(NC(=O)C2(c3ccccc3)CCOCC2)cc1 | 10% | -2% | -20% | 13%[10 µM] | 3% | i | -1% | 8%
COc1ccc(CCNC(=O)COc2ccc(S(=O)(=O)NC3CCCCC3)cc2Cl)cc1OC | -13% | -5% | -2% | 11%[10 µM] | 11% | -12% | -1% | -9%
CCOc1cc(C2C(C#N)=C(N)Oc3n[nH]c(-c4ccccc4)c32)ccc1O (configuration not stated) | -20% | -12% | -3% | -8% | 4% | 5% | -5% | ?
O=C(c1ccco1)N1CCN(S(=O)(=O)c2ccc(S(=O)(=O)NC3CCCC3)cc2)CC1 | -1% | 4% | 4% | -9% | -7% | i | 1% | 11%
CC(C)=Cc1oc2ccc([N+](=O)[O-])cc2c1N1CCOCC1 | -5%[2.34 µM] | 0% | -30% | -19%[10 µM] | -4%[2.34 µM] | i | 1% | 3%
CCCCN1CC(c2nc3ccccc3n2CCCCOc2ccc(C)cc2C)CC1=O (configuration not stated) | -5% | 3% | . | . | -9% | . | -1% | 1%
CCCCOC(=O)Nc1ccccc1C(=O)N1CCCC1 | -8% | -2% | 11% | -12% | -6% | -7% | 0% | 1%
CC(C)Oc1ccc(CNS(=O)(=O)c2cnc(N)nc2)cc1 | 5% | -17% | . | . | 2% | . | ? | 8%
Cc1cc(Nc2cccc(Cl)c2)nc2ccc(NC(=O)COc3ccc(Cl)cc3)cc12 | 7.9µM*[quencher] | 7% | . | . | -9% | . | 6% | ?
CCOC(=O)c1ccc(NC(=O)c2nc(S(=O)(=O)Cc3ccccc3)ncc2Cl)cc1 | -5% | -1% | . | . | -6% | . | -2% | ?
CC(=O)c1c(C)[nH]c(C(=O)COC(=O)c2cccc(S(=O)(=O)N(C)c3ccccc3)c2)c1C | 9% | -5% | -6% | 39%[0.074 µM] | 0% | 4% | -2% | 3%
CCOC(=O)C1=C(N)OC2=C(C(=O)CC(C)(C)C2)C1c1ccc(CC)s1 (configuration not stated) | -8% | -2% | . | -27% | 6% | -3% | -1% | -8%
Cc1nc(CNC(=O)c2cc(COc3ccc(F)cc3Cl)on2)cs1 | -11% | -5% | 10% | -31% | 0% | 0% | 1% | -13%
Cc1ccccc1C(=O)Oc1ccc(Sc2ccc(O)cc2)cc1 | 7.1µM*[quencher] | 1% | . | -10% | 25µM* | 6% | 1% | ?
C=CCC1c2cccc(C(=O)OC)c2C(=O)N1c1ccccc1 (configuration not stated) | 1% | -23% | 3% | -23% | 4% | -11% | 2% | 2%
COc1cccc(-c2cc(C(=O)NCc3cccs3)no2)c1 | -14% | 3% | -15% | 22%[10 µM] | -3% | 12% | 3% | -13%
CCc1ccc2c(CN(CC)Cc3nc4ccccc4c(=O)[nH]3)cc(=O)oc2c1 | 5% | -6% | 10%[11.4 µM] | -17% | 3% | 10% | -7% | ?
CSc1ccc(C2c3[nH]c4ccccc4c3CCN2C(=O)c2cc(C)n(C)n2)cc1 (configuration not stated) | -19% | 5% | ? | 12%[10 µM] | 4% | ? | 1% | -11%

A different layout for 4 compounds above.
Under each structure: Tau fluor cs | TRb SRC2 PPI | L3MBTL1 block | HTT cytoprotect | Tau fibril FP | RECQ1 helicase | TR SRC2 fluor cs | Tau fibril ThT
COc1cccc(-c2cc(C(=O)NCc3cccs3)no2)c1
→ -14% | 3% | -15% | 22%[10 µM] | -3% | 12% | 3% | -13%
CCc1ccc2c(CN(CC)Cc3nc4ccccc4c(=O)[nH]3)cc(=O)oc2c1
→ 5% | -6% | 10%[11.4 µM] | -17% | 3% | 10% | -7% | ?
CSc1ccc(C2c3[nH]c4ccccc4c3CCN2C(=O)c2cc(C)n(C)n2)cc1 (configuration not stated)
→ -19% | 5% | ? | 12%[10 µM] | 4% | ? | 1% | -11%
CC(C)Oc1ccc(CNS(=O)(=O)c2cnc(N)nc2)cc1
→ 5% | -17% | . | . | 2% | . | ? | 8%

Further compounds
mol | Tau fluor cs | TRb SRC2 PPI | L3MBTL1 block | HTT cytoprotect | Tau fibril FP | RECQ1 helicase | TR SRC2 fluor cs | Tau fibril ThT
O=C(CC1Sc2ncnn2C1=O)Nc1ccccc1 (configuration not stated) | -10% | -6% | . | 8% | 3% | i | 0% | ?
Cc1cccc(C2=NN(c3ccccc3)[C@@H](C(=O)N3CCOC3=O)[C@@H]2c2ccc(F)cc2)c1 | ? | 1% | 45%[activator] | -64%[inhibitor] | 5% | i | -5% | -10%
CCOC(=O)N1CCN(C(=O)CN(c2ccc(OC)cc2)S(C)(=O)=O)CC1 | 5% | -5% | 12% | 0%[10 µM] | 8% | i | 2% | 1%
COc1cccc(OC)c1C(=O)Nc1nnc(C(C)C)s1 | -10% | 5% | -3% | -11%[10 µM] | -4% | i | -5% | -4%
Cc1cc(C)cc(N2C(=O)CS(=O)(=O)C23C(=O)N(Cc2ccc(F)cc2)c2ccc(C)cc23)c1 (configuration not stated) | -3% | 2% | . | . | -6% | . | -3% | 0%
CC(C)n1c(N2CCN(C(=O)NCc3ccccc3)CC2)nc2ccccc21 | -4% | -6% | -8% | -2% | 3% | -3% | -5% | -10%
C=C(C)CNC(=O)c1ccc(OC2CCN(S(=O)(=O)N(C)C)CC2)cc1 | -7% | 0% | 1% | 6%[10 µM] | 5% | i | -3% | -12%
COc1ccc(S(=O)(=O)NCC2CCCN(C(=O)c3cccnc3C)C2)cc1 (configuration not stated) | -9% | -12% | 10% | 7%[10 µM] | 3% | -10% | 1% | -8%
